From PubChem
BoNT F protease = blocks Botulinum neurotoxin F light chain protease; Multiplex microsphere protease cleavage assay, flow cytometry; inhibition, % at 10 µM; 360,000 tested, 0.22% active; in the data active = inhibition above about 35%, passing the limit was not always enough; inconclusive = no clear call, values can overlap the other calls; note: plate controls were buffer without enzyme for full effect and enzyme alone for no effect
BioA inh = blocks M. tuberculosis BioA enzyme activity | inhibition, % at 9.99 µM | 360,000 tested, 0.096% active | AID 602481 | purified M. tuberculosis BioA enzyme, plate reader; in the data active = inhibition above about 40%; inconclusive = no clear call, values can overlap the other calls
GDH-TPI inh = inhibits GDH-TPI coupling enzymes, artifact for Mtb FBA screen. 360,000 tested, 1.2% active. GDH-TPI coupled enzyme counterscreen, NADH absorbance. AID 588335. inhibition, % at 4.8 µM; in the data active = inhibition above about 30%;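 note: 0% = DMSO wells and 100% = wells lacking the enzyme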
FBA Mtb inh = inhibits M. tuberculosis FBA enzyme; P9WQA3; inhibition, % at 1 µM; 360,000 tested, 2.3% active; purified M. tuberculosis FBA, fluorescence read-out; in the data active = inhibition above about 27%;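 note: 0% = vehicle and 100% = reference inhibitor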
Target sequence (P9WQA3 whole entry, looked up): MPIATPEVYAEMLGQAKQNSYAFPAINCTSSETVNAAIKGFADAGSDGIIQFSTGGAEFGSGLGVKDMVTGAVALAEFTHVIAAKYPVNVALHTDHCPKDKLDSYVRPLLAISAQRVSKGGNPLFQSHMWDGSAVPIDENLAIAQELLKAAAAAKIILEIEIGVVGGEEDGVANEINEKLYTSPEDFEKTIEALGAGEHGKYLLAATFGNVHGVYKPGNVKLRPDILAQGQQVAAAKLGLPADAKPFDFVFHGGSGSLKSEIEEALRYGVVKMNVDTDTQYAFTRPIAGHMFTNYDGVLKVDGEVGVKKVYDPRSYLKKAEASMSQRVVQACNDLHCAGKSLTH
Rv3671c protease = inhibitors of M. tuberculosis serine protease Rv3671c. P9WHR9. inhibition, % at 5.96 µM. 320,000 tested, 0.048% active. AID 2606; in the data active = inhibition above about 38%;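 note: extracellular domain of Rv3671c used as enzyme; 0% = enzyme with DMSO and 100% = no enzyme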
Target sequence (P9WHR9 whole entry, looked up, the tested form may be a part): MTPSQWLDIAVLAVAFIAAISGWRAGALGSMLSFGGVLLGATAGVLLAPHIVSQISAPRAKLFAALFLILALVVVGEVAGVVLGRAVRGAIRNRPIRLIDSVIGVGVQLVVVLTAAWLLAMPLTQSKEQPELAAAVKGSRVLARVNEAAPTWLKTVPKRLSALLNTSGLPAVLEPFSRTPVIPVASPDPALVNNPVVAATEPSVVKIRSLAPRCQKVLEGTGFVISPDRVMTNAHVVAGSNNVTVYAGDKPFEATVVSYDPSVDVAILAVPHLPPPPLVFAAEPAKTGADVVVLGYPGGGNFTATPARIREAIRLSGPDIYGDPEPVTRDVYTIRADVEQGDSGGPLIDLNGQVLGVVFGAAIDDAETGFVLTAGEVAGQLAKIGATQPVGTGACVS
PrPC surface inh = reduces human prion protein on the cell surface. P04156. cell surface PrPC, TR-FRET read-out. inhibition, % at 13.8 µM. 370,000 tested, 0.43% active. AID 720596; in the data active = inhibition above about 24%; note: 0% = median of the test wells and 100% = reference compound wells
MazEF act = activators of E. coli MazEF toxin-antitoxin RNase | P0AE70 | FAM/BHQ RNA-DNA oligo cleavage fluorescence, 5 h | activation, % at 20 µM | 350,000 tested, 0.32% active | AID 504720; in the data active = activation above about 50%
Target sequence (P0AE70 whole entry, looked up): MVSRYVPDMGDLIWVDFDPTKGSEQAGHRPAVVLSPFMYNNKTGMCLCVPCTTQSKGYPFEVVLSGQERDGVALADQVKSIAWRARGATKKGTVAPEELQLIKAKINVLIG
UGM FP inh = Mtb UDP-galactopyranose mutase inhibition. P9WIQ1. purified UGM, fluorescence polarization probe displacement. inhibition, % at 10 µM. 320,000 tested, 0.06% active. AID 504406; in the data active = inhibition above about 10%, passing the limit was not always enough; inconclusive = no clear call, values can overlap the other calls
FadD28 binding = blocks FadD28 binding to the bisubstrate probe. fluorescence polarization. AID 588549. 360,000 tested, 0.22% active. inhibition, % at 12.5 µM; in the data active = inhibition above about 8.5%, passing the limit was not always enough; inconclusive = no clear call, values can overlap the other calls
Active calls of the source: *; u = inconclusive; x = no result given; + = active, no number; & = joins results of further samples.

SMILES	BoNT F protease	BioA inh	GDH-TPI inh	FBA Mtb inh	Rv3671c protease	PrPC surface inh	MazEF act	UGM FP inh	FadD28 binding
COc1cccc(C2C(C#N)=C(N)SC(c3ccccc3)C2[N+](=O)[O-])c1 (stereo unspecified)	-6.4	-1.0	2.8	-1.7	-7.2	4.6	12.0	3.3	-8.6
CCN(C(=O)COC(=O)c1cc([N+](=O)[O-])ccc1N1CCOCC1)C1CCCCC1	-0.2	-1.0	14.7	-2.9	-3.3	-28.5	1.1	x	-3.9
COc1ccc(Br)cc1/C=C/C(=O)Nc1c(C)cccc1C	-1.8	x	0.9	-2.7	-4.7	4.9	15.6	-0.8	-4.5
Cc1ccc(NC(=O)/C(=C/c2cccc([N+](=O)[O-])c2)NC(=O)C2CCCCC2)c(C)c1	-10.5	-0.7	11.7	3.2	-28.9	-5.8	-0.3	-2.6	-2.0
CCN(CC)c1ccc(/C=C2\C(=O)N(c3nnc(C)c(=O)[nH]3)N=C2C)cc1	-11.0	1.2	11.0	-4.7	-6.9	2.2	-152.6	2.2	-3.0
CN(C)c1ccc(NC(=O)c2cc3c(=O)n4ccccc4nc3n2C)cc1	-11.4	-2.3	22.8	5.4	-2.4	-6.8	19.4	1.6	-1.3
O=C(NCc1ccccc1)c1ccc(-c2ccccc2C(F)(F)F)o1	-6.1	-1.3	6.9	1.0	-14.5	9.2	-3.3	-0.2	-3.5
N#CC1=C(N)N(c2ccc(F)cc2)C2=C(C1c1ccc(O)cc1)S(=O)(=O)CC2 (stereo unspecified)	-9.8	0.7	4.2	11.1	x	-7.6	-13.0	x	0.5
COC(=O)c1cc(NC(=O)CN(C)C2CCS(=O)(=O)C2)cc(C(=O)OC)c1 (stereo unspecified)	8.7	2.0	14.3	1.4	-2.6	-2.5	-5.3	0.3	-2.8
CCOc1ccc(OCC)c(NC(=O)CNS(=O)(=O)c2cccs2)c1	-6.2	-0.7	-4.3	-1.1	2.0	-4.1	5.8	-2.4	-3.3

The last 3 records of the part above are carried over, then new ones follow.
SMILES	BoNT F protease	BioA inh	GDH-TPI inh	FBA Mtb inh	Rv3671c protease	PrPC surface inh	MazEF act	UGM FP inh	FadD28 binding
N#CC1=C(N)N(c2ccc(F)cc2)C2=C(C1c1ccc(O)cc1)S(=O)(=O)CC2 (stereo unspecified)	-9.8	0.7	4.2	11.1	x	-7.6	-13.0	x	0.5
COC(=O)c1cc(NC(=O)CN(C)C2CCS(=O)(=O)C2)cc(C(=O)OC)c1 (stereo unspecified)	8.7	2.0	14.3	1.4	-2.6	-2.5	-5.3	0.3	-2.8
CCOc1ccc(OCC)c(NC(=O)CNS(=O)(=O)c2cccs2)c1	-6.2	-0.7	-4.3	-1.1	2.0	-4.1	5.8	-2.4	-3.3
COCCNC(=S)N(c1ccccc1)C(C)C	-1.1	-1.1	2.4	-2.2	-0.4	-1.7	-30.2	2.0	-1.0
N#CCCn1cc(CNC2CCC(O)CC2)c2ccccc21 (stereo unspecified)	-12.2	-1.8	1.9	-2.6	-0.8	7.6	5.3	-0.2	-0.1
NC(=O)c1ccc(NS(=O)(=O)c2ccc(S(=O)(=O)N3CCCC3)cc2)cc1	5.8	1.9	0.9	-1.5	x	-1.7	-0.4	x	-5.0
C=CC[C@@H](C)CC(=O)C(CCCN=[N+]=[N-])SOOc1ccccc1 (stereo partly specified)	-5.8	0.3	-1.3	1.1	0.9	6.0	1.3	0.1	-4.3
CC1CN(C(=O)c2ccccc2C(=O)c2ncc[nH]2)CC(C)O1 (stereo unspecified)	-15.8	-1.1	5.0	-4.8	1.1	0.1	1.1	-0.5	-3.5
CC(C)c1ccc(NC(=O)CSc2nc(=O)[nH]c3c2CCCC3)cc1	1.5	-2.6	1.4	0.3	4.1	4.0	-1.0	0.3	-0.4
NC(=S)NN=C1CCSCC1	-1.3	2.1	13.8	2.5	x	-6.4	-1.2	x	-2.0
Cc1noc(NC(=O)c2ccc(Cl)c(Cl)c2)c1Cl	1.9	x	2.8	-1.0	2.5	1.9	8.6	0.6	1.0
Cc1ccc(N(CC(=O)Nc2cc(C)cc(C)c2)S(=O)(=O)c2cccc3nonc23)cc1	0.3	x	12.5	-0.7	-16.4	-8.1	-2.8	-1.0	-1.6
CCn1cc(C(=O)NP(=O)(Nc2ccc(C)cc2)Nc2ccc(C)cc2)c2ccccc21	-13.4	-1.4	0.0	2.8	-1.2	-2.1	-8.3	0.7	-17.7
CC1CCC(C(=O)NC(C(=O)NCc2ccccn2)C(C)C)CC1 (stereo unspecified)	21.8	-1.4	-0.9	-1.0	0.3	2.2	1.4	-0.9	0.6
COCCN1C[C@@H](CO)O[C@@H](n2cnc3c(N4CCOCC4)ncnc32)C1	-6.2	1.1	0.0	-2.6	x	-2.8	x	x	-4.0
CCn1c(SCC(=O)c2ccccc2)nnc1-c1cnccn1	x	5.0	7.7	-1.1	0.8	1.3	-1.0	-0.2	0.2
Cc1ccnc(SC2CC(=O)N(c3ccc(F)cc3)C2=O)n1 (stereo unspecified)	22.8	3.1	1.5	0.1	1.5	-5.4	-3.7	2.7	0.6
O=C(CSc1ncn(-c2ccccc2)n1)Nc1nccs1	4.2	-2.4	6.2	0.1	-0.6	-0.4	3.6	0.9	-0.3
O=C(Nc1ccc2ccccc2c1)Nc1ccc2snnc2c1	-10.9	-0.8	7.6	-2.5	-84.3	8.8	24.0	4.2	-2.8
COC(=O)CN1CCN(C(=O)c2ccc(F)cc2)c2ccccc2C1	7.0	-0.5	11.8	2.6	-1.0	-5.6	-1.8	1.2	-0.5
Cc1ccc2c(c1)C=CC(C)(C)S2(=O)=O	-11.1	-0.7	0.0	2.8	-3.5	4.8	7.0	-3.8	-1.4
COc1nc(OC)nc(N2CCC(C(=O)NC3CCCCCC3)CC2)n1	-6.0	-2.9	-7.8	-2.2	0.5	3.5	6.1	-1.4	-3.6
CN(c1ccccc1)S(=O)(=O)c1cccc(NC(=O)c2nn(C)c(=O)c3ccccc23)c1	-9.3	-1.6	-6.7	-2.2	-65.8	1.8	-10.1	x	-7.6
COc1ccc(-c2cn[nH]c2-c2ccc(OCC(=O)NN)cc2O)cc1	3.6	1.2	3.5	-2.2	x	-2.8	1.1	2.6	-2.1
CCCNC(=O)c1nnsc1S(=O)(=O)c1ccc(Cl)cc1	-10.4	x	9.3	3.0	x	5.3	3.3	x	-1.3
CC(C)C(=O)Nc1cccc(NC(=O)c2cccnc2)c1	9.3	x	-16.4	-5.6	-8.4	3.4	7.3	-0.4	-0.9
Nc1nc2ccccc2n1CCN1CCCC1	0.2	0.1	-2.1	0.1	0.7	x	13.0	-0.4	-3.0
O=C(CN1CCN(S(=O)(=O)c2ccc(F)c(Cl)c2)CC1)N1CCNC1=O	-3.6	-0.1	-0.7	-2.3	5.2	8.7	-2.5	0.4	x
COc1ccc(NC(=S)N2CCC(C(=O)N3CCCCCC3)CC2)cc1	-9.4	-0.7	2.5	0.3	-2.6	-1.0	-0.3	-0.7	0.9
Cc1cc(NC(=O)CCC(=O)N(Cc2cccs2)C(C)(C)C(=O)NC2CCCCC2)no1	4.4	1.2	-2.2	2.7	-0.5	-3.4	5.6	-1.3	1.1
CCOC(=O)c1cc(C#N)c(N2CCN(C(=O)c3cccc(C(F)(F)F)c3)CC2)nc1C(F)(F)F	u	x	11.6	2.1	1.9	1.8	0.3	1.5	0.0
O=C(O)c1ccccc1C(=O)c1ccc(-c2ccccc2)cc1	5.1	0.6	-5.2	5.4	-1.2	-2.4	2.4	-0.1	-0.6
O=C(CSc1ccsc1[N+](=O)[O-])Nc1cc(F)ccc1F	-5.9	x	15.6	-2.2	x	-27.8	1.6	x	-3.7
O=C1c2ccncc2C(=O)N1Cc1cccc(Cl)c1	-0.6	0.4	0.8	1.5	3.9	1.2	2.3	0.5	-1.2
CC(Oc1ccccc1F)c1nnc(SCC(=O)N(c2ccccc2)C2CCS(=O)(=O)C2)o1 (stereo unspecified)	-1.4	2.0	-3.0	-2.2	8.9	1.4	5.1	-3.1	-2.7
C[C@@H]1CN([C@H](C)CO)C(=O)CCCn2nncc2CO[C@H]1CN(C)S(=O)(=O)c1ccc(-n2cccn2)cc1	-16.3	1.3&0.1	9.3	2.5	x	-2.2	1.8	x	-1.5
CC(OC(=O)C1=COCCO1)C(=O)Nc1cccc(S(=O)(=O)N2CCOCC2)c1 (stereo unspecified)	0.5	-0.2	11.0	-4.3	-7.3	3.5	2.0	9.3	-1.6
CCn1c(C)nc2cc(C(=O)NNC(=S)Nc3ccc(OC)cc3)ccc21	1.9	x	6.1	5.6	-1.9	5.9	-27.4	3.0	-1.4
CSc1ccc(-c2sc(Nc3ccccc3)n[n+]2-c2ccc(F)cc2)cc1	x	-1.1	x	x	1.6	x	-1.2	0.4	-0.1
CCOc1ccc(NC(=O)N(C2CCCCC2)C(C)c2cccnc2)cc1 (stereo unspecified)	-6.9	-0.7	4.7	-0.3	-10.3	7.4	10.0	-0.1	0.2
CCOc1cccc(NC(=O)CC#N)c1	7.5	-1.6	-1.2	-4.2	-4.3	5.6	0.6	-1.0	0.1
O=C1CSC2=NCN(c3ccc4c(c3)OCO4)CN12	-10.7	x	-12.1	5.2	3.9	19.6	11.9	-0.2	-3.2
O=C(Nc1ccc2ccccc2c1)c1cccnc1	3.4	17.3	14.7	-3.4	-3.0	0.5	0.0	0.4	-1.9

One compound at a time, as listed above.
Shown for CCn1c(C)nc2cc(C(=O)NNC(=S)Nc3ccc(OC)cc3)ccc21 → BoNT F protease = 1.9; BioA inh = x; GDH-TPI inh = 6.1; FBA Mtb inh = 5.6; Rv3671c protease = -1.9; PrPC surface inh = 5.9; MazEF act = -27.4; UGM FP inh = 3.0; FadD28 binding = -1.4
Shown for O=C1CSC2=NCN(c3ccc4c(c3)OCO4)CN12 → BoNT F protease = -10.7; BioA inh = x; GDH-TPI inh = -12.1; FBA Mtb inh = 5.2; Rv3671c protease = 3.9; PrPC surface inh = 19.6; MazEF act = 11.9; UGM FP inh = -0.2; FadD28 binding = -3.2
Shown for O=C1c2ccncc2C(=O)N1Cc1cccc(Cl)c1 → BoNT F protease = -0.6; BioA inh = 0.4; GDH-TPI inh = 0.8; FBA Mtb inh = 1.5; Rv3671c protease = 3.9; PrPC surface inh = 1.2; MazEF act = 2.3; UGM FP inh = 0.5; FadD28 binding = -1.2

Next part:
SMILES	BoNT F protease	BioA inh	GDH-TPI inh	FBA Mtb inh	Rv3671c protease	PrPC surface inh	MazEF act	UGM FP inh	FadD28 binding
CSCCC(NC(=O)c1ccccc1Br)C(=O)N1CCCC(C(F)(F)F)C1 (stereo unspecified)	5.2	0.0	-3.5	-0.3	-5.8	6.0	5.4	-1.3	-4.5
O=c1oc2cc(Oc3c([N+](=O)[O-])cc(C(F)(F)F)cc3[N+](=O)[O-])ccc2c2c1CCCC2	-0.5	1.1	22.3	+	-2.7	0.3	6.1	3.1	1.3
Cc1cc(=O)oc2c1ccc1ccccc12	-22.9	-0.1	-1.4	37.0*	-13.0	-6.2	6.3	2.6	x
COc1cc(/C=N/NC(=O)c2cc3ccccc3cc2O)ccc1OCCN1CCCCC1	-59.0	x	23.6	-0.5	3.4	0.7	7.0	0.0	-3.0
CC(=O)c1cccc(CN2CCN(C3CCCCC3)C(CCO)C2)c1 (stereo unspecified)	-2.2	-0.7	6.9	-0.1	0.5	2.1	-4.7	-0.9	0.9
c1ccc(-c2cn3c(n2)CCc2ccc4cccnc4c2-3)cc1	-17.1	1.2	0.6	6.7	-3.4	-8.9	4.4	0.1	-6.5
